GalR3 antagonist = GalR3 antagonists in HEK293 cells, primary screen, cell-based, fluorescence readout. Galanin receptor type 3 (Homo sapiens), O60755. HEK293 GalR3-CNG cAMP membrane potential fluorescence; galR3 body fused to GalR1 C-terminus. inhibition, % at 3 µM. 360,000 tested, 0.44% active. AID 651719, 2012;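 active means inhibition above the screen-wide average plus 3 SD, cut at about 13% in these data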;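 further: forskolin and galanin both at EC90 stimulate the cells; cAMP rise reported by CNG channel membrane potential dye signal; 0% = forskolin plus galanin with DMSO and 100% = forskolin alone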
Target sequence (O60755 1-299 limits assumed): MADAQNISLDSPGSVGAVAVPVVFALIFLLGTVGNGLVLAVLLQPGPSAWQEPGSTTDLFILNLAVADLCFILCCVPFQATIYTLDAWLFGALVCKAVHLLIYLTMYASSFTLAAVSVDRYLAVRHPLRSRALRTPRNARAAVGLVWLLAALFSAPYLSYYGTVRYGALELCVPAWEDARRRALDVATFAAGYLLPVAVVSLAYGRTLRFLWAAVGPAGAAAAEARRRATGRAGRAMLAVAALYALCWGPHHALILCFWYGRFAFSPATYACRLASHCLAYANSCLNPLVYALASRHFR
VIM-2 inhibitor = VIM-2 metallo-beta-lactamase inhibitors, primary screen, biochemical, epi-absorbance readout, Pseudomonas aeruginosa enzyme; purified VIM-2, nitrocefin hydrolysis, epi-absorbance fluorescence; AID 1527, 2009; 290,000 tested, 0.89% active; inhibition, % at 5.6 µM;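 active means inhibition above the mean of all tested compounds plus 3 SD, cutoff set per screening run, cut at about 7.5% in these data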;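 further: red hydrolysis product quenches plate fluorescence so inhibitors raise well fluorescence; 0% = enzyme with DMSO and 100% = DMSO without enzyme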
HCV NS3 hel inh = inhibitors of HCV NS3 helicase, primary screen, biochemical, Cy5 molecular beacon fluorescence; Hepatitis C virus NS3 helicase; NS3 helicase DNA unwinding; inhibition, % at 10.9 µM; 290,000 tested, 0.56% active; AID 1800, 2009;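 active means inhibition above the mean of all tested compounds plus 3 SD, set per campaign, cut at about 35% in these data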;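 further: 0% = DMSO wells and 100% = thioflavine S control wells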
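Material: hepatitis C virus NS3 helicase domain fragment enzyme; measured by: Cy5 fluorescence, 0 and 60 min reads; control set: DMSO and thioflavine S; incubation: 60 min unwinding reaction at 25 °C after ATP addition; read-out basis: % inhibition from 60/0 min fluorescence ratio, DMSO 0%, thioflavine S 100%; repeats: singlicate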
OXTR agonist = human OXTR agonists, primary screen, fluorescence, CHO-OTR cells, Fluo-8 calcium; activation, % at 3 µM; Fluo-8 calcium fluorescence; normalized: DMSO 0%, oxytocin 100%; Oxytocin receptor (Homo sapiens), P30559; 320,000 tested, 0.32% active; AID 2435, 2010;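 active means activation above the mean of all tested compounds plus 3 SD, cutoff set per screening run, cut at about 20% in these data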;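 further: peak over basal fluorescence ratio from a 100 s FLIPR kinetic read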
Target sequence (P30559 whole entry, looked up): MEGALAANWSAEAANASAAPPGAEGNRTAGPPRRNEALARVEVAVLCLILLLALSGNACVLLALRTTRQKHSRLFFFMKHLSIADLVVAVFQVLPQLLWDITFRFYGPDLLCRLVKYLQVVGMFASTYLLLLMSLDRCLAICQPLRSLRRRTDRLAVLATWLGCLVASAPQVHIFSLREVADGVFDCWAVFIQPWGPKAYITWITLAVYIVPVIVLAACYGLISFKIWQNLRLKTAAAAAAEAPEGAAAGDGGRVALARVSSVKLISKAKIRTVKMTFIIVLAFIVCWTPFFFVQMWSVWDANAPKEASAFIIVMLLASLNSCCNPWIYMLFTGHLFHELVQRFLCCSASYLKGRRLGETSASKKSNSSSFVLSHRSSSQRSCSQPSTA
V1R ag counter = agonists of human V1a receptor, primary screen, counter-screen for OXTR agonist project, fluorescence, CHO-V1R cells; Vasopressin V1a receptor (Homo sapiens), P37288; Fluo-8 calcium fluorescence, agonist mode; 0% DMSO, 100% 3 nM vasopressin; activation, % at 3 µM; 320,000 tested, 0.25% active; AID 2797, 2010;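 active means activation above the mean activation of all tested compounds plus 3 SD, per screening run, cut at about 20% in these data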;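 further: signal is peak over basal fluorescence ratio across a 100 second FLIPR read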
IMP-1 inh = IMP-1 metallo-beta-lactamase inhibitors, primary screen, biochemical, epi-absorbance readout, Pseudomonas aeruginosa enzyme; inhibition, % at 5.6 µM; 290,000 tested, 0.45% active; purified IMP-1, nitrocefin hydrolysis, epi-absorbance fluorescence;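 active means inhibition above the mean plus 3 SD of all compounds in the same screening run, cut at about 4.5% in these data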;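 further: 0% = IMP-1 with DMSO and 100% = DMSO wells lacking enzyme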
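System: Purified recombinant IMP-1 metallo-beta-lactamase enzyme | Measured by: Fluorescence quenching readout, ex 480/em 530 nm | Replication: Singlicate | Incubation: 15 min preincubation plus 25 min reaction at 25 °C | Evaluation: Percent inhibition from optical density relative to buffer-blank wells | Benchmarks: DMSO with and without IMP-1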
GPR7 antag = GPR7 receptor antagonists, primary screen, cell-based, fluorescence, single concentration; Neuropeptides B/W receptor type 1 (Homo sapiens), P48145; GPR7-expressing cells, fluorescence antagonist assay; inhibition, % at 4.4 µM; 290,000 tested, 1.1% active; in the data active means inhibition above about 16%, passing the limit was not always enough;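 further: cells stimulated with the agonist NPW; 0% = agonist with vehicle and 100% = vehicle without agonist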
Target sequence (P48145 whole entry, looked up): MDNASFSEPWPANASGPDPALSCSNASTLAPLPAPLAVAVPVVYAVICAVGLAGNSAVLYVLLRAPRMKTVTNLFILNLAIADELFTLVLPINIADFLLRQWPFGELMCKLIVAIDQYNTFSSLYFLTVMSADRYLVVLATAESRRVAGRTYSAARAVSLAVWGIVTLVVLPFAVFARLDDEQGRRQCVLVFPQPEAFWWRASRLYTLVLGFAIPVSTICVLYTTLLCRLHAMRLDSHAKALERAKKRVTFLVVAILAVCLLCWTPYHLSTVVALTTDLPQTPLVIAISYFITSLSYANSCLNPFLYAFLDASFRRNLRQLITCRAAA
PHOSPHO1 inh = PubChem AID 1565. inhibition, % at 13.3 µM. recombinant PHOSPHO1, absorbance phosphatase assay. 290,000 tested, 1.1% active; in the data active means inhibition above about 60%
DNA FID counter = compounds displacing fluorescent DNA intercalator, primary screen, artefact control for HCV NS3 helicase inhibitor project, biochemical, FID fluorescence; 290,000 tested, 0.17% active; inhibition, % at 7.9 µM; AID 1845, 2009; DNA fluorescent intercalator displacement; in the data active means inhibition above about 37%;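 further: 0% = vehicle and 100% = reference compound; higher means more ethidium bromide displaced from hairpin DNA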
Numbers without * were called inactive; / = not tested or not shown. The order is random. About 4.3% of those tested had a hit in this group.

SMILES	GalR3 antagonist	VIM-2 inhibitor	HCV NS3 hel inh	OXTR agonist	V1R ag counter	IMP-1 inh	GPR7 antag	PHOSPHO1 inh	DNA FID counter
Cc1ccc(C(OCC(O)CN2CCCCC2CO)c2ccccc2)cc1 (stereo unspecified)	5	-0.3	-27	0.4	1.9	-2.5	5	38	16
CCCCn1nc(C(=O)N[C@@H](CCSC)c2nc3ccccc3[nH]2)c2ccccc2c1=O	-2	-1.6	-10	-2.3	1.0	-3.7	-9	7	-5
O=C(/C=C/c1ccccc1)C1=C(O)C(=O)N(CCO)C1c1ccc2c(c1)OCO2 (stereo unspecified)	-4	-1.2	3	0.2	0.5	0.7	8	12	-20
N/C(=N\OC(=O)C1CCCCC1)c1ccncc1	8	-5.3	1	0.0	0.7	-2.8	0	32	0
CCOC(=O)N/N=C/C=C/c1ccccc1	-3	0.2	-8	-0.4	-0.7	-3.4	-2	11	-4
CN=C1SC(C(=O)O)CC(=O)N1C (stereo unspecified)	1	-3.0	2	1.1	0.3	-1.1	-13	11	3
Cc1ccc(S(=O)(=O)N2CCN(CC(=O)N3CCOCC3)CC2)cc1	3	0.9	4	-0.3	-0.9	-0.7	-2	38	-6
CC(NCc1ccc(S(N)(=O)=O)cc1)C(=O)Nc1cc([N+](=O)[O-])ccc1Cl (stereo unspecified)	7	-0.2	2	-1.0	0.1	-3.2	0	24	-2
c1ccc(CCc2nc3ccccc3[nH]2)cc1	-1	-8.3	3	-1.7	-0.4	-2.6	-7	12	2
N/C(=N\OC(=O)Cc1ccc(-c2ccccc2)cc1)c1cccnc1	-6	-3.4	-1	0.6	1.4	-2.7	14	24	-18
O=C(c1ccncc1)c1ccc(Br)cc1	-7	-1.3	0	-1.2	0.1	1.2	-8	37	-1
Cc1ccc(O)c(C(=O)c2cnc3c(c2)c(-c2ccc(F)cc2)c(C#N)c(=O)n3C)c1	-2	0.6	-11	-2.5	-0.3	-2.2	-3	-2	3
COc1ccc2oc(=N)c(C(=O)NCc3ccccc3)cc2c1	-9	-1.9	-2	/	/	-3.6	-11	-11	-15
O=C1c2ccccc2C(Nc2ccc3c(c2)OCO3)N1Cc1ccco1 (stereo unspecified)	/	-3.9	13	-1.0	2.5	-1.7	6	-7	-10
Cc1cccc(C(=O)O/N=C(\c2ccccc2)c2cccnc2)c1	-5	-1.4	-10	-2.1	-1.3	-2.9	-10	-15	-25
Cn1ncc2c(Nc3cc(Cl)cc(Cl)c3)ncnc21	-8	0.8	-15	-2.3	-1.2	0.7	-5	18	2
O=C(O)C1CCN(C(=O)c2ccc3c(c2)OCO3)CC1	-2	-0.8	6	0.0	0.1	0.0	-4	24	-3
Cc1ccc(-c2nc(CSCC(=O)N3CCOCC3)c(C)o2)cc1	-4	-1.7	-5	3.7	3.4	-1.8	-14	24	-14
CCN(C(=O)COc1cccnc1[N+](=O)[O-])C1CCS(=O)(=O)C1 (stereo unspecified)	-3	-2.3	3	0.5	0.6	-1.3	-10	-2	0
CCOC(=O)c1ccc(NC(=S)N(CCCN2CCN(C)CC2)Cc2cccs2)cc1	1	2.8	-18	2.9	1.0	-2.5	1	-18	30
Cc1ccc(SCCC(=O)Nc2ccccc2C(=O)NC2CCCCC2)cc1	-1	-5.0	0	-2.0	-0.3	-2.4	-21	1	0
Cc1cc(N2CCOCC2)nc2ccc(NC(=S)N3CCCCC3C)cc12 (stereo unspecified)	-1	-0.6	-66	-0.3	0.0	-2.0	1	-7	5
COc1ccc(Nc2nc(N3CCCC3)nc(N3CCCC3)n2)c(OC)c1	-4	-3.2	-2	-0.1	0.2	-0.6	-1	-6	2
Cc1ccc(OCc2ccc(C(=O)N3CCCC3)o2)cc1C	-5	-2.0	-2	0.1	3.0	-1.3	7	2	-33
Cc1ccc(C(c2nnnn2C(C)(C)C)N(Cc2ccco2)Cc2cccs2)cc1 (stereo unspecified)	-6	0.5	0	-1.2	0.4	-0.6	-3	-48	-7
CN(C(=S)NC(=O)c1ccc(F)cc1)C1CCCCC1	0	-2.8	9	-1.2	-0.4	-3.7	-1	14	-11
Cc1ccccc1NC(=O)CCCn1nc(C)c2c(C)n(-c3ccccc3)nc2c1=O	5	-1.3	-5	-1.9	-0.4	-3.0	-10	22	-41
CN(Cc1ccccc1)c1nc2c(c(=O)[nH]c(=O)n2C)n1C	0	-1.2	2	-0.9	-1.0	-1.6	5	17	2
OCCN1CCN(c2cc(C(F)(F)F)nc3ccccc23)CC1	4	0.4	-3	0.5	0.5	-1.4	-7	28	-4
COc1cccc(OCc2ccc(Cl)cc2)c1C#N	-4	-0.8	-6	-1.9	-1.4	-2.5	4	38	0
COc1cccc(C(=O)O/N=C(\N)c2ccc([N+](=O)[O-])cc2)c1OC	-5	-0.2	-2	0.8	0.3	2.9	-5	13	2
CCOc1ccccc1/C=C/C(=O)NCC(=O)N1CCC(N(C)C2CCCCC2C)CC1 (stereo unspecified)	-4	1.7	-5	-1.2	-0.1	-0.8	-11	24	19
Cn1cccc1/C=N/NC(=O)CSc1nc2ccccc2[nH]1	-2	-4.5	3	-1.5	-0.8	-3.7	-15	15	-8
CCc1ccccc1N(C(=O)c1cccs1)C1C=CS(=O)(=O)C1 (stereo unspecified)	-2	-5.0	-1	-0.1	0.7	-1.6	-1	9	-10
CCC(C(=O)NC1CCCC1)N(C(=O)Cn1nnc(-c2ccc(C)o2)n1)c1ccc(OC)c(OC)c1 (stereo unspecified)	-4	-2.4	21	-0.4	0.5	-2.8	3	10	-40
CCOc1ccc(N(CC(=O)Nc2ccccc2C(=O)N2CCOCC2)S(=O)(=O)c2ccc(F)cc2)cc1	1	0.4	-2	-1.0	-0.3	-0.6	-17	1	-27
COc1ccc2c(c1)CCc1c(C(=O)N3CCOCC3)noc1-2	-7	-1.7	10	1.2	1.7	-4.2	1	10	-14
Cc1ccc(NC(=O)COC(=O)CCc2nc3ccccc3n2-c2ccccc2)c(C)c1	3	-2.5	-5	-0.3	-0.7	-1.6	5	-12	-5
O=C(CCN1CCN(CCO)CC1)Nc1ccc(OCc2ccccc2)cc1	-7	-3.8	-13	1.0	0.3	-1.5	-6	-46	21
COc1ccccc1CN1C(=O)[C@@H]2C(CC(N)=O)NC3(C(=O)Nc4c3ccc(Cl)c4C)[C@@H]2C1=O (stereo partly specified)	-5	-1.8	5	-0.2	-0.1	-4.5	-7	14	-15
O=C(/C=C/NCc1cccnc1)c1ccc(-c2ccccc2)cc1	-10	0.1	5	-0.5	1.1	-2.2	-8	-60	-8
CCN(CC)C(=O)c1sc(NC(=O)c2cccnc2)c(C(=O)OC)c1C	6	-1.8	1	0.2	0.4	-3.1	-3	-3	-14
Cc1ccc(NC(=S)NNC(=S)Nc2ccc(C)cc2C)cc1	-2	0.4	-8	-0.8	1.8	-2.1	6	-125	-10
COc1ccc(N2CCN(C(=O)C(CCSC)N=C3NS(=O)(=O)c4ccccc43)CC2)cc1 (stereo unspecified)	0	-1.3	2	1.3	0.9	-1.6	-9	-37	-18
O=C(CSc1ccccn1)c1ccc(F)cc1	1	-4.0	3	-1.7	-0.8	-3.5	-10	59	-1
CCOC(=O)c1ccc2c(c1)NCc1cccc(OC)c1O2	-3	-2.4	-14	-1.8	-1.5	-2.1	1	30	-19
COC(=O)CSc1nc2ccc(C)cc2cc1C#N	-13	-0.7	9	-1.6	0.9	-2.2	-10	-5	0
CC1=CC(C)(C)N(C(=O)c2ccccc2)c2ccccc21	-4	-1.4	-3	-1.3	-1.1	0.3	-8	-18	-4

9 entries already listed, arranged by count of non-hydrogen atoms, rising.
SMILES	GalR3 antagonist	VIM-2 inhibitor	HCV NS3 hel inh	OXTR agonist	V1R ag counter	IMP-1 inh	GPR7 antag	PHOSPHO1 inh	DNA FID counter
COC(=O)CSc1nc2ccc(C)cc2cc1C#N	-13	-0.7	9	-1.6	0.9	-2.2	-10	-5	0
CCOC(=O)c1ccc2c(c1)NCc1cccc(OC)c1O2	-3	-2.4	-14	-1.8	-1.5	-2.1	1	30	-19
COc1ccc2c(c1)CCc1c(C(=O)N3CCOCC3)noc1-2	-7	-1.7	10	1.2	1.7	-4.2	1	10	-14
O=C(/C=C/NCc1cccnc1)c1ccc(-c2ccccc2)cc1	-10	0.1	5	-0.5	1.1	-2.2	-8	-60	-8
CCN(CC)C(=O)c1sc(NC(=O)c2cccnc2)c(C(=O)OC)c1C	6	-1.8	1	0.2	0.4	-3.1	-3	-3	-14
O=C(CCN1CCN(CCO)CC1)Nc1ccc(OCc2ccccc2)cc1	-7	-3.8	-13	1.0	0.3	-1.5	-6	-46	21
Cc1ccc(NC(=O)COC(=O)CCc2nc3ccccc3n2-c2ccccc2)c(C)c1	3	-2.5	-5	-0.3	-0.7	-1.6	5	-12	-5
COc1ccc(N2CCN(C(=O)C(CCSC)N=C3NS(=O)(=O)c4ccccc43)CC2)cc1 (stereo unspecified)	0	-1.3	2	1.3	0.9	-1.6	-9	-37	-18
COc1ccccc1CN1C(=O)[C@@H]2C(CC(N)=O)NC3(C(=O)Nc4c3ccc(Cl)c4C)[C@@H]2C1=O (stereo partly specified)	-5	-1.8	5	-0.2	-0.1	-4.5	-7	14	-15

(listing goes on)
SMILES	GalR3 antagonist	VIM-2 inhibitor	HCV NS3 hel inh	OXTR agonist	V1R ag counter	IMP-1 inh	GPR7 antag	PHOSPHO1 inh	DNA FID counter
CN(C)Cc1nc2ccccc2c(=O)n1Cc1nc(-c2cc3ccccc3o2)cs1	-2	-4.2	-20	-1.8	-0.3	-4.9	-12	5	8
CN(C)N1C(N)=C(C#N)C(c2ccc(F)cc2)C2=C1CC(C)(C)CC2=O (stereo unspecified)	-8	-2.8	6	-0.8	14	-5.5	-6	11	-16
COc1cc(CN2CCCC(C(=O)c3ccccc3SC)C2)cc(OC)c1 (stereo unspecified)	-10	-1.7	-14	0.2	2.0	-3.2	-2	52	13
NCCOc1ccccc1OCCN	-7	-2.4	8	0.5	0.6	-2.4	-8	20	4

Bioassay records (PubChem)
